T cell HTS: modulators of CD8 T cell-vesicle binding, primary screen, mouse 2C CD8+ T cells, flow cytometry; 2C CD8+ T cell-vesicle binding; hits give low values; calls only at 7 µM; 330,000 compounds, 0.068% hits; AID 2052, 2009;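 active = response, share of CD8 T cells binding vesicles, and their 90th percentile fluorescence all below set limits, cut at about 80% in these data, passing the limit was not always enough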
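Material: 2C TCR transgenic mouse naive CD8+ T cells, MACS-purified. Also added: QL9-charged Drosophila Ld/ICAM-1/B7-1 vesicles. Timing: binding 1.5 h at 37 °C. Measured by: high-throughput flow cytometry with anti-B7-1 and anti-CD8 staining. Read-out: percent CD8+ FL2 mean versus row control. Controls: Unloaded micro-vesicles (low), QL9 vesicles with 0.7% DMSO (high).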
Myeloid diff MLP: induction of myeloid progenitor differentiation, primary screen, cell-based, flow cytometry, MLPCN library; 360,000 compounds, 1% hits; ER-HoxA9 myeloid progenitors, lysozyme-GFP differentiation; calls only at 10 µM;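 active = normalized GFP-positive differentiation at or above the plate's own cutoff, the solvent-only control mean plus 3 SD; inconclusive = no clear call, values can overlap the other calls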;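 note: cells exposed to compound for four days before flow analysis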
T cell HTS vesicle-bound %: further read-out of T cell HTS, marked with its call; double positive events, %; measured here: CD8+ vesicle-bound cell fraction;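 binding gate set so that unloaded-vesicle control wells show 10% double positive cells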
Myeloid diff MLP GFP+ MAC1+ %: recorded beside Myeloid diff MLP, whose call it bears; GFP+ MAC1+ double positive, %; measured here: differentiation confirmed by MAC1 staining
Active calls of the source: *; i = inactive; ? = inconclusive; · = no result given; + = active, no number.

SMILES | T cell HTS | T cell HTS vesicle-bound % | Myeloid diff MLP | Myeloid diff MLP GFP+ MAC1+ %
CC(=O)c1cccc(S(=O)(=O)NCCCN2CCOCC2)c1 | i | 43 | i | 0.5
COc1ccc(NS(=O)(=O)c2ccc(C)c(C(=O)N(C)Cc3ccc(OC)cc3OC)c2)cc1 | i | 58 | i | 0.9
C#CCOCCOCCOCCNc1nc(N2CCN(C(=O)CCCCCCCCCCNC(=O)[C@H](CO)n3cc(CCCSC)nn3)CC2)nc(N2CCN(C(=O)CCCCCCCCCCNC(=O)[C@H](CO)n3cc(CCCSC)nn3)CC2)n1 | i | 31 | i | 2.6
NS(=O)(=O)c1cccc(NC(=O)COC(=O)CSCc2ccccc2)c1 | i | 34 | i | 0.6
COc1cc(C(=O)NCC(=O)NC(C)c2ccc(-n3ccnc3)cc2)cc(OC)c1OC (configuration not stated) | i | 48 | i | 1.2
COc1cc(OC)cc(C(=O)NC(C(=O)Nc2ccc3c(c2)OCCO3)C(C)C)c1 (configuration not stated) | i | 22 | i | 0.2
CCOC(=O)[C@H]1[C@H]2COc3ccc(Br)cc3[C@@H]2N2C(=O)[C@H](C)NC(=O)[C@@]12C | i | 5 | i | 1.3
COc1ccc(CC(=O)N(C)CC(=O)Nc2ccccc2C(F)(F)F)cc1S(=O)(=O)N1CCOCC1 | i | 20 | i | 0.5
C(/C=C/c1ccccn1)=C\c1ccccc1 | i | 46 | i | 0.4
CCN(C(=O)COC(=O)c1ccccc1OCc1ccc(Cl)cc1)C1CCS(=O)(=O)C1 (configuration not stated) | i | 43 | i | 0.7
CC(=O)NC(c1cc(Cl)c2ccccc2c1O)C(C)C (configuration not stated) | i | 42 | + | 0.3*
Cc1cc2c(cc1C)N(Cc1ccc(Cl)cc1)C1=NCCCN12 | i | 32 | i | 0.5
COc1cc([C@@H]2OC[C@@H]3[C@H]2CO[C@@H]3c2ccc3c(c2)OCO3)ccc1O | i | 13 | i | 0.8
CC1CCCC(NC(=O)CN(C)CC(=O)Nc2ccc(F)cc2)C1C (configuration not stated) | i | 47 | i | 1.1
Cc1ccc(OCCC(=O)OCC(=O)NCCc2ccc(Cl)cc2)cc1 | i | 6 | i | 1.2
Cc1cc(C(=O)CSc2nnc(C3CC3)n2C2CC2)c(C)n1C(C)C | i | 35 | i | 0.2
COC(=O)[C@]1(C)N[C@H](CN(C)C(=O)NC(C)C)[C@@H]2C(=O)N(C)C(=O)[C@@H]21 | i | 3 | i | 3.8
CN(CC(=O)Nc1ccccc1Cl)C(=O)COC(=O)c1cccs1 | i | 51 | i | 1.5
CCOC(=O)c1c(NC(=O)CSc2ncccn2)sc(C(=O)NC)c1C | i | 52 | i | 1.1
COc1ccc(CCNC(=O)/C=C/c2ccc(S(=O)(=O)N3CCOCC3)cc2)cc1 | i | 21 | i | 1.1
Cc1ccc(C(=O)NCC(=O)OC(C)C(=O)Nc2ccccc2[N+](=O)[O-])s1 (configuration not stated) | i | 41 | i | 0.6
CCN(C[C@H]1N[C@@](CC)(C(=O)OC)[C@H]2C(=O)N(Cc3ccccc3)C(=O)[C@@H]12)S(=O)(=O)c1ccc(-c2ccccc2)cc1 | i | 6 | i | 1.4
Cc1cc(C)c(C)c(S(=O)(=O)N(C)CCc2ccccn2)c1C | i | 38 | i | 1.6
Nc1ccc(C(=O)N/N=C/c2ccc(N3CCOCC3)s2)cc1 | i | 27 | i | 0.8
Nc1cc(Cl)ccc1C(=O)OCC(=O)N1CCCCCC1 | i | 43 | i | 0.2
Cc1cccc(C)c1NC(=O)CN(C)C(=O)c1ccc(-c2cccc(C(F)(F)F)c2)o1 | i | 39 | i | 1.0
CCOc1ccc(NC(=O)C(C)N2C(=O)c3ccccc3S2(=O)=O)cc1 (configuration not stated) | i | 39 | i | 0.7
O=C(COC(=O)c1cccnc1Cl)c1ccc(Cl)s1 | i | 46 | i | 0.3
Cc1ccc(CNC(=O)COC(=O)c2cc(=O)[nH]c3ccccc23)cc1 | i | 20 | i | 1.3
C[C@H](CO)N1C[C@H](C)[C@@H](CN(C)S(=O)(=O)c2cn(C)cn2)Oc2c(NS(=O)(=O)c3ccccc3)cccc2C1=O | i | 12 | i | 4.1
CCN(CC)c1ccc(C(=O)NNC(=O)CCNC(=O)c2ccccc2)cc1 | i | 51 | i | 0.5
COCCn1c(N)c(N(Cc2ccccc2)C(=O)c2ccc(-c3ccc(Cl)cc3)o2)c(=O)[nH]c1=O | i | 3 | i | 0.6
O=C(c1cccc(S(=O)(=O)N2CCOCC2)c1)N1CCN(C/C=C/c2ccccc2)CC1 | i | 44 | i | 0.8
O=C(COc1coc(CN2CCc3ccccc3C2)cc1=O)Nc1ccc([N+](=O)[O-])cc1 | i | 2 | i | 1.4
CCC(C)[C@H]1CNCCN1CCc1cc(C(F)(F)F)cc(C(F)(F)F)c1 (some centres not stated) | i | 40 | i | 1.7
C#CCOCCOCCOCCNc1nc(N2CCN(C(=O)[C@H](CCCCN)n3cc(CN)nn3)CC2)nc(N2CCN(C(=O)[C@H](CO)n3cc([C@@H](N)C(C)C)nn3)CC2)n1 | i | 19 | i | 2.2
O=C(Cc1ccc2c(c1)OCCO2)Nc1cccc(S(=O)(=O)N2CCOCC2)c1 | i | 27 | i | 0.8
O=C(CCNC(=O)c1ccccc1Cl)Nc1cccc(S(=O)(=O)N2CCCC2)c1 | i | 39 | i | 1.3
Cc1onc(-c2ccccc2)c1C(=O)OCC(=O)N1CCC(C)CC1 | i | 30 | i | 0.6
CCOc1ccc(NC(=O)CN(C)C(=O)CN2C(=O)C3CC=CCC3C2=O)cc1OCC (configuration not stated) | i | 56 | i | 0.6
O=C1C=CN2CCCC2CC1 (configuration not stated) | i | 35 | + | 1.2*
COc1ccc(S(=O)(=O)N2CCOCC2)cc1NC(=O)c1cc(C)oc1C | i | 31 | i | 0.7
Cc1ccc(S(=O)(=O)NCC(=O)OCC(=O)NC2CCCCC2)cc1 | i | 20 | i | 0.8
CN(CC(=O)Nc1cccc(F)c1)C(=O)c1cccc2ccccc12 | i | 42 | i | 0.1
NCCC1CCCC(CCN)N1 (configuration not stated) | i | 39 | i | 5.8
CCN1CCN(S(=O)(=O)c2ccc(Cl)c(C(=O)N(C)Cc3cccs3)c2)CC1 | i | 32 | i | 0.8
CCOc1ccccc1N1CCN(c2nc3ccccc3nc2C(C#N)C(=O)OC(C)C)CC1 (configuration not stated) | i | 7 | i | 1.0
COc1ccccc1C(=O)NCCC(=O)NCC(c1ccc(F)cc1)N1CCOCC1 (configuration not stated) | i | 56 | i | 0.9
COc1ccc(CNC(=O)COC(=O)Cc2ccc(Br)cc2)cc1 | i | 57 | i | 1.8
Cc1occc1C(=O)Nc1cccc(S(=O)(=O)N2CCOCC2)c1 | i | 44 | ? | ·
COc1cc(CC(=O)OCC(=O)NC(C)c2ccccc2)cc(OC)c1OC (configuration not stated) | i | 51 | i | 0.7
CC(C)[C@H](NC(=O)c1ccc(C(C)(C)C)cc1)C(=O)N1CCN(Cc2ccc3c(c2)OCO3)CC1 | i | 33 | i | 2.0
CC(=O)Nc1cccc(-c2cnc(N)c(C(=O)c3cccnc3)n2)c1 | i | 7 | i | 0.4
Cc1ccc(C(=O)N2CC(C)OC(C)C2)cc1S(=O)(=O)N1CCCCC1 (configuration not stated) | i | 40 | i | 0.7
CC1CCCCC1NC(=O)COc1ccc(C#N)cc1 (configuration not stated) | i | 29 | i | 0.6
CCCCn1c(N)c(N(CC(C)C)C(=O)CSc2n[nH]c(-c3ccc(C)cc3)n2)c(=O)[nH]c1=O | i | 38 | i | 0.5
O=C(COc1cccc2c1CCNC2=O)Nc1cccc(C(F)(F)F)c1 | i | 42 | i | 0.4
O=C1[C@H]2[C@@H](c3ccc(F)cc3)N3C(=O)N(c4cccc(F)c4)C(=O)[C@@]3(Cc3ccc(Cl)cc3)[C@H]2C(=O)N1C1CCCCC1 | i | 30 | i | 1.5
O=C1Nc2ccccc2CCc2ccccc21 | i | 44 | i | 0.8
Cc1ccsc1C(=O)OC(C)C(=O)Nc1ccc(Cl)cn1 (configuration not stated) | i | 33 | i | 0.7
Later entries.
SMILES | T cell HTS | T cell HTS vesicle-bound % | Myeloid diff MLP | Myeloid diff MLP GFP+ MAC1+ %
C[C@H](CO)N1C[C@H](C)[C@@H](CN(C)S(C)(=O)=O)Oc2ccc(NC(=O)Nc3ccc4c(c3)OCO4)cc2C1=O | i | 6 | i | 3.1
O=C(NCc1ccccc1)c1nc[nH]c1C(=O)N1CCN(c2ccccc2)CC1 | i | 35 | i | 0.9
Cc1cccc(C)c1NC(=O)CNC(=O)CNC(=O)Cc1cccc2ccccc12 | i | 26 | i | 1.9
CN(C(=O)COC(=O)C(C)(C)Oc1ccc(Cl)cc1)c1c(N)n(Cc2ccccc2)c(=O)[nH]c1=O | i | 10 | i | 0.7
COc1ccc(S(=O)(=O)Nc2ccc3c(c2)C(=O)N([C@H](C)CO)C[C@H](C)[C@@H](CN(C)C(=O)Nc2c(C)noc2C)O3)cc1 | i | 11 | i | 0.6
CCN(CC(=O)Nc1cc(Cl)ccc1C)C(=O)CCS(=O)(=O)c1ccc(C)cc1 | i | 54 | i | 0.6
COc1ccc(Cl)cc1NC(=O)CN(C)C(=O)c1ccc(COc2ccccc2)cc1 | i | 47 | i | 1.1
Cc1ccc(CNS(=O)(=O)CCNC(=O)c2ccc3c(c2)OCO3)cc1 | i | 42 | i | 0.8
C[C@H](NC(=O)c1ccccc1)C(=O)OCC(=O)c1c[nH]c2ccccc12 | i | 35 | i | 0.9
CC(C(=O)O)C(=O)O | i | 16 | i | 2.2
O=C(Nc1cccc(S(=O)(=O)N2CCCCC2)c1)C1CCCC1 | i | 38 | i | 0.4
Cc1ccccc1C(=O)Nc1cccc(-c2ccc(N3CCOCC3)nn2)c1 | i | 53 | i | 0.5
C[C@H]1CN([C@@H](C)CO)C(=O)Cc2cc(NC(=O)CCC(F)(F)F)ccc2O[C@H]1CN(C)C(=O)Nc1ccc(F)cc1 | i | 7 | i | 0.1
COc1ccccc1C(=O)NCCC(=O)NCc1ccccn1 | i | 32 | i | 0.2
O=C(CCNC(=O)c1ccccc1)Nc1ccc(Cl)c(S(=O)(=O)N2CCCCC2)c1 | i | 50 | i | 0.5
O=C(NC1(Cc2ccccc2)CCN(CCCc2ccccc2)C1=O)c1ccccc1 (configuration not stated) | i | 42 | i | 19
COCCN(C(=O)CSc1nnc(-c2ccccc2F)o1)c1c(N)n(CC(C)C)c(=O)[nH]c1=O | i | 39 | i | 1.0
Cc1ccc([C@@H]2CC=C(C(=O)O)[C@H](c3ccccc3F)N2S(=O)(=O)c2ccc(C)cc2)cc1 | i | 26 | i | 1.4
CCOc1ccccc1N1CCN(C(=O)c2ccc(NS(=O)(=O)c3ccc4[nH]c(=O)[nH]c4c3)cc2)CC1 | i | 25 | i | 0.6
COc1ccccc1OCCNC(=O)C1CC(=O)N(Cc2ccc(C)cc2)C1 (configuration not stated) | i | 19 | i | 0.7
CCc1cc(C(=O)NN2C(=O)NC3(CCCCC3)C2=O)sc1C | i | 38 | i | 1.1
CC(C)(C)OC(=O)N[C@H](C(=O)OC(C)(C)C)c1ccccc1 | i | 44 | i | 0.3
CC(C)(CNC(=O)c1cc(-c2ccc(Cl)s2)nc2ccccc12)N1CCOCC1 | i | 14 | i | 0.8
CN(Cc1ccc(F)cc1)C(=O)c1cccc(S(=O)(=O)N2CCN(Cc3ccccc3)CC2)c1 | i | 60 | i | 0.8
O=[N+]([O-])c1cccc(-c2c(-c3ccccc3)ncc3ccc(F)cc23)c1 | i | 51 | i | 1.9

An excerpt; the hit share may differ from the screen's.
